Source: PubChem (several laboratories)
TCR CD3 inh: blocks the human TCR-CD3 interaction; inhibition, % at 9.4 µM; TAMRA-labeled TCR probe fluorescence, biochemical; 360,000 tested, 0.37% active; AID 651800; in the data active means inhibition above about 19%;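 further: recombinant mutant TCR 2C K166C tagged with TAMRA read by polarization; 0% = receptor in buffer alone and 100% = receptor with positive control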
HTRA1 inhibitor: HTRA1 (human) protease inhibition; Q92743; inhibition, % at 5.96 µM; recombinant HTRA1, FP-rhodamine activity-based probe, fluorescence polarization; 340,000 tested, 0.5% active; in the data active means inhibition above about 36%;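 further: 0% = enzyme with DMSO and 100% = wells lacking enzyme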
Rev-erbA mod: modulators of human Rev-erb alpha DNA binding; P20393; Rev-erbα–FITC-DNA binding, fluorescence polarization, 90 min; activity, % at 10 µM; 370,000 tested, 0.79% active;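 active means activity above about 14%, limit read from the data; passing the limit was not always enough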;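 further: 0% = DMSO wells with 35 nM protein and 100% = DMSO wells with 750 nM protein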
Target sequence (P20393 whole entry, looked up): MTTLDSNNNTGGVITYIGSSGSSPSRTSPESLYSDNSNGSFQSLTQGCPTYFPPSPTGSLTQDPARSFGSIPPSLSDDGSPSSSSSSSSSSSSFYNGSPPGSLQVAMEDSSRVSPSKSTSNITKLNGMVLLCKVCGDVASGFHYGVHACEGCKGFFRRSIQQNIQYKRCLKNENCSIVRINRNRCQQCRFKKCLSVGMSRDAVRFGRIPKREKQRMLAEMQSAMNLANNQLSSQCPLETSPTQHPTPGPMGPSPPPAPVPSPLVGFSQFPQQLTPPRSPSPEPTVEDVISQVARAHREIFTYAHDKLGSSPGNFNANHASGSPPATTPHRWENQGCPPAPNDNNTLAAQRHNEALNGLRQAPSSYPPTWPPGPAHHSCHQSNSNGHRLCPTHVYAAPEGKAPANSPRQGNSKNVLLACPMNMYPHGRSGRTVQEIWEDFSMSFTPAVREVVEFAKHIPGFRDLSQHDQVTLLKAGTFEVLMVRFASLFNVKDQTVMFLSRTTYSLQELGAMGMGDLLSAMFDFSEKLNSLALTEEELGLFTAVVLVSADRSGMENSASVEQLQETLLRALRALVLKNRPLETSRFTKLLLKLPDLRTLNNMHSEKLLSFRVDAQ
PRMT1 FP inh: PRMT1 (human) inhibition, primary screen; Q99873; recombinant PRMT1, activity-based probe fluorescence polarization; inhibition, % at 2.79 µM; 370,000 tested, 1.3% active;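 active means inhibition above about 21% made by adding two undisclosed values, limit read from the data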
Target sequence (Q99873 whole entry, looked up): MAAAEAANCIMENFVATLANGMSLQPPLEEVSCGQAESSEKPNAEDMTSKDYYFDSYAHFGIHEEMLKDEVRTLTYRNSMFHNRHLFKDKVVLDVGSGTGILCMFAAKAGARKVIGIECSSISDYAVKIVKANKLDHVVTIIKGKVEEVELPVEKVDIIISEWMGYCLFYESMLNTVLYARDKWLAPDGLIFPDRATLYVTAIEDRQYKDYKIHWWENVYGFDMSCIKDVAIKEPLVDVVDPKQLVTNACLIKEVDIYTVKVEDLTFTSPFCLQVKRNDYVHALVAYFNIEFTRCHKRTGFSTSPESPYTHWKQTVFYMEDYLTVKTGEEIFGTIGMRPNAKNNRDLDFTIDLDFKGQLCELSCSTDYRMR
rCAG binder: r(CAG) repeat RNA binding | TO-PRO-1 dye displacement fluorescence | inhibition, % at 3 µM | 370,000 tested, 1.3% active | AID 651821;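 active means inhibition above the plate cutoff, the mean of all test compounds on that plate plus 3 SD, cut at about 35% in these data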;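 further: 0% = DMSO alone and 100% = 100 µM mitoxantrone as full dye displacement; higher means more dye released from RNA so lower well fluorescence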
UHRF1 binding: blocks human UHRF1 binding to methylated DNA; 370,000 tested, 0.75% active; Q96T88; UHRF1 binding to methylated oligo, TR-FRET; inhibition, % at 4.4 µM; in the data active means inhibition above about 21%;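 further: UHRF1 SRA domain binding a hemimethylated CpG hairpin DNA probe; 0% = median of test compound wells and 100% = reference inhibitor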
LEDGF integ inh: blocks HIV-1 LEDGF/p75-dependent DNA integration | TR-FRET IN-LEDGF/p75 DNA integration, Eu/Cy5 | inhibition, % at 3.7 µM | 370,000 tested, 0.64% active | AID 743269;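 active means inhibition above the screen-wide mean plus 3 SD, cut at about 13% in these data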;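 further: signal is the Cy5 over europium emission ratio at 671 and 618 nm; 0% = plate median of compound wells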
ABHD4 inh: inhibits mouse alpha/beta hydrolase domain 4 | purified mABHD4, FP-Rh probe fluorescence polarization | inhibition, % at 8.92 µM | 370,000 tested, 0.54% active | AID 720543;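 active means inhibition exceeding the mean over every tested compound plus 3 SD, cut at about 30% in these data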;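 further: 0% = plate median of compound wells and 100% = S159A mutant with DMSO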
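Material: mouse ABHD4 enzyme, wild type; Benchmarks: S159A mutant high control, sample median low control; Buffer or medium: HEPES pH 7.0, NaCl, Pluronic buffer; Signal: fluorescence polarization; Read-out: percent inhibition of probe binding, normalized to plate controls; Timing: pre-incubation 45 min, probe exposure 60 min, at 25 °C; Dosing: 8.92 µM, single dose.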
MBD2 DNA inh: MBD2-methylated oligo binding inhibition. 370,000 tested, 0.31% active. Q9UBB5. TR-FRET, MBD2 binding to methylated oligonucleotide. inhibition, % at 4.4 µM; in the data active means inhibition above about 13%
PG9 Ab binder: binds the HIV-1 gp120 antibody PG9. TR-FRET gp120-PG9 antibody binding. inhibition, % at 6.7 µM. 360,000 tested, 0.43% active. AID 624416; in the data active means inhibition above about 8.5%
Active calls of the source: *; nt = not tested or not shown. Only part of the results is shown; count on the stated rates, not on these rows.

SMILES	TCR CD3 inh	HTRA1 inhibitor	Rev-erbA mod	PRMT1 FP inh	rCAG binder	UHRF1 binding	LEDGF integ inh	ABHD4 inh	MBD2 DNA inh	PG9 Ab binder
CCOc1ccc(C(=O)Nc2ccc(N3CCN(C)CC3)cc2)cc1Br	11	2	-6	-5	-6	0	-1	5	3	-4.4
COC(=O)c1c(NC(=O)/C=C/c2ccc3c(c2)OCO3)sc(C)c1C	-5	-3	-1	2	4	3	1	-2	0	-0.8
CCCc1cc(=O)[nH]c(SCC(=O)N(C)C2CCCCC2)n1	5	5	1	1	4	0	0	4	-4	-0.6
CN(C1=NS(=O)(=O)c2ccccc21)c1ccc(OC(=O)c2ccncc2)cc1	-2	1	-2	2	-5	-1	-1	6	-2	1.1
COc1ccc(CN(C)CC(=O)Nc2sc3c(c2C#N)CCC3)cc1OC	7	-9	-1	-2	-5	-1	-1	-2	-4	-1.6
CCOC(=O)CSc1cccc2cccnc12	-1	5	9	6	-1	-24	-4	-4	-14	-2.1
CCOc1ccc(CNC(=O)CCC(=O)n2ncc3ccc(Cl)cc32)cc1	10	-8	1	-4	6	-3	-4	1	1	-3.0
Nn1cc(-c2ccccc2)nc1SCC(=O)Nc1ccc2c(c1)OCO2	3	-8	8	7	9	-4	1	-9	-8	-3.5
O=C(NCCCCC(NC(=O)C1CCCCC1)C(=O)O)c1ccccc1 (stereo not given)	5	4	-4	-3	-1	-2	-5	-4	4	-1.3
Cc1ccccc1NC(=O)C(C)c1ccc(-c2ccccc2)c(F)c1 (stereo not given)	11	-12	3	-1	0	0	0	-15	2	0.5
Cc1ccc(-n2nc(C(=O)O)cc2-c2ccc(Cl)cc2)cc1	-5	-2	-2	3	13	1	-2	5	4	-0.6
CCOC(=O)C1(Cc2ccccc2)CCN(Cc2cnc(N3CCOCC3)s2)CC1	-5	-1	5	-1	-9	2	-4	0	2	-0.2
O=C(C(=O)N1CCN(c2ccccc2)CC1)c1cccc(Br)c1	5	nt	4	-4	3	-2	-1	-7	-1	-2.4
O=C(NCC1CCCO1)c1c(O)c2cccc3c2n(c1=O)CC3 (stereo not given)	-3	-1	8	2	2	-3	-1	-10	3	0.2
COc1cc(S(=O)(=O)N(Cc2ccco2)C2CCCC2)ccc1-n1cnnn1	-5	-6	3	-1	-5	8	0	-4	2	1.2

Exported with bars between the fields: part of the list above
smiles | TCR CD3 inh | HTRA1 inhibitor | Rev-erbA mod | PRMT1 FP inh | rCAG binder | UHRF1 binding | LEDGF integ inh | ABHD4 inh | MBD2 DNA inh | PG9 Ab binder
O=C(NCC1CCCO1)c1c(O)c2cccc3c2n(c1=O)CC3 (stereo not given) | -3 | -1 | 8 | 2 | 2 | -3 | -1 | -10 | 3 | 0.2
COc1cc(S(=O)(=O)N(Cc2ccco2)C2CCCC2)ccc1-n1cnnn1 | -5 | -6 | 3 | -1 | -5 | 8 | 0 | -4 | 2 | 1.2

New compounds follow
SMILES	TCR CD3 inh	HTRA1 inhibitor	Rev-erbA mod	PRMT1 FP inh	rCAG binder	UHRF1 binding	LEDGF integ inh	ABHD4 inh	MBD2 DNA inh	PG9 Ab binder
CC1(C)OC(=O)N(c2ccccc2)C12C=Cc1cc(Br)ccc1O2 (stereo not given)	0	-23	4	-1	-5	-1	-2	-3	-1	-2.8
CCN(CC)CCNC(=O)CCCNC(=O)Cn1cnc2sc(C)c(C)c2c1=O	2	5	7	-1	-3	-2	2	-5	-1	1.4
COc1cccc(/C=N/NC(=O)c2cccc([N+](=O)[O-])c2)c1OS(=O)(=O)c1ccc(C)cc1	-1	-37	-1	1	13	1	3	-23	5	3.3
CCOC(=O)C1CCN(Cc2nc(-c3ccc(OC)c(OC)c3)no2)CC1	-5	2	-8	-2	-9	2	2	4	4	-0.9
COc1ccc(S(=O)(=O)N2CCCCC2)cc1NC(=O)CCc1nc2ccccc2c(=O)[nH]1	5	-2	5	1	2	-1	-4	2	-8	-1.3
CCOC(=O)Cn1nnnc1C(C(C)C)N(Cc1cccs1)Cc1cc2cc(C)ccc2[nH]c1=O (stereo not given)	-8	-32	10	-1	8	3	-1	-5	0	0.6
Cc1ccc(C2(C)NC(=O)N(CC(=O)Nc3cc(S(=O)(=O)N4CCOCC4)ccc3C)C2=O)cc1 (stereo not given)	4	-1	-4	-3	4	5	4	-1	-2	-4.1
C[C@@H]1CN([C@H](C)CO)C(=O)c2c(c3ccccc3n2C)-c2ccccc2CO[C@H]1CN(C)C(=O)CCC(F)(F)F	0	-6	-4	-1	1	-4	0	9	2	1.5
Cc1nn(C)cc1CNC(=O)/C=C/c1cnn(C)c1	1	2	0	-2	-1	-3	0	8	-1	-2.5
O=C(c1ccccc1)N1N=C(C(F)(F)F)CC1(O)c1ccc(F)cc1 (stereo not given)	-10	-5	-3	-3	4	2	12	-19	-5	-3.3
CCC(C)(C)c1nnc(NC(=O)C2CCN(C(=O)c3ccco3)CC2)s1	3	-2	2	10	-7	-1	2	-1	-2	0.3
Cn1c(C(=O)N2CCCC(C(=O)N3CCN(C(=O)c4ccco4)CC3)C2)cc2sccc21 (stereo not given)	-5	-2	-2	1	6	-2	4	-1	-6	0.7
CN(C)S(=O)(=O)N1CCN(S(=O)(=O)N2CCOCC2)CC1	0	0	-2	-2	-1	-3	-1	4	-3	-1.5
COc1ccc(N2CC(O)=C(c3nc4ccccc4s3)C2=N)c(OC)c1	-1	-19	-3	-3	3	-1	-1	5	-3	1.0
O=C(/C=C/c1ccc(Cl)c(Cl)c1)NCc1ccco1	-7	0	-4	4	1	1	-1	-3	-1	-0.7

Compound profiles, as listed above.
Nn1cc(-c2ccccc2)nc1SCC(=O)Nc1ccc2c(c1)OCO2 reads TCR CD3 inh = 3; HTRA1 inhibitor = -8; Rev-erbA mod = 8; PRMT1 FP inh = 7; rCAG binder = 9; UHRF1 binding = -4; LEDGF integ inh = 1; ABHD4 inh = -9; MBD2 DNA inh = -8; PG9 Ab binder = -3.5
O=C(C(=O)N1CCN(c2ccccc2)CC1)c1cccc(Br)c1 reads TCR CD3 inh = 5; HTRA1 inhibitor = nt; Rev-erbA mod = 4; PRMT1 FP inh = -4; rCAG binder = 3; UHRF1 binding = -2; LEDGF integ inh = -1; ABHD4 inh = -7; MBD2 DNA inh = -1; PG9 Ab binder = -2.4
CCOC(=O)CSc1cccc2cccnc12 reads TCR CD3 inh = -1; HTRA1 inhibitor = 5; Rev-erbA mod = 9; PRMT1 FP inh = 6; rCAG binder = -1; UHRF1 binding = -24; LEDGF integ inh = -4; ABHD4 inh = -4; MBD2 DNA inh = -14; PG9 Ab binder = -2.1

The results go on.
SMILES	TCR CD3 inh	HTRA1 inhibitor	Rev-erbA mod	PRMT1 FP inh	rCAG binder	UHRF1 binding	LEDGF integ inh	ABHD4 inh	MBD2 DNA inh	PG9 Ab binder
COC(=O)c1cc(OC)c(OC)cc1NC(=S)Nc1cccc(Cl)c1	-4	1	-4	1	6	4	2	-9	8	0.2
O=C(CCCCC(=O)Nc1c(I)cc(I)c(C(=O)O)c1I)Nc1c(I)cc(I)c(C(=O)O)c1I	-8	1	0	5	4	0	-3	1	1	-2.1
CN(C)C(CNC(=O)c1ccc(S(=O)(=O)Nc2cccc(C(F)(F)F)c2)cc1)c1ccco1 (stereo not given)	-3	3	3	4	15	-1	-3	7	-1	-0.7
Cc1cc(C)nc(NC(=O)CSc2nn(-c3ccccc3)c(=S)s2)n1	1	7	1	-1	-4	3	6	7	-1	0.8
COc1ccc(-n2c(=O)c3ccccc3n(CC(=O)NC3CCCCC3)c2=O)c(OC)c1	-6	-6	0	3	0	0	0	-1	4	3.8
O=C(Nc1cccnc1Cl)c1cccs1	12	-3	-1	-5	-1	-2	0	-4	6	-0.2
Cc1noc(C)c1NC(=O)Nc1cccc2c1O[C@H](CN(C)S(=O)(=O)c1cccs1)[C@@H](C)CN([C@H](C)CO)C2=O	-5	-1	2	-4	2	16	4	-1	8	-1.2
COc1ccc(NC(=O)/C(C#N)=C/c2c(C)nn(-c3ccc(F)cc3)c2Cl)cc1Cl	-11	8	-2	2	2	9	-7	5	-1	-0.8
O=[N+]([O-])c1cnccc1Nc1ccc(F)cc1	-1	8	-5	2	2	1	-2	9	-5	0.8
COc1ccc(S(=O)(=O)N2CCCCC2)cc1NC(=O)c1ccc(N2CCCC2=O)cc1	-10	-16	-8	-4	0	-1	0	-4	-1	-0.2
COc1cc(NC(=O)c2cccc([N+](=O)[O-])c2C)ccc1NC(=O)c1ccco1	5	-4	2	-1	2	0	-1	-2	6	-1.3
CCc1nc(Nc2ccccc2OC)c2oc3ccccc3c2n1	5	-32	-1	-2	8	3	4	-21	4	-2.1
Cc1cc(C(=O)Cn2nc(C(=O)O)c3ccccc3c2=O)c(C)n1CCc1ccc(Cl)cc1	2	-63	6	-4	-1	-3	-5	-1	-2	1.0
CCOc1ccc2ccccc2c1/C=N/NC(=O)CC1(C)OCCCO1	6	2	7	-1	-2	-7	-2	-2	-1	-0.8
CCCCNC(=O)c1cn(CC(C)C)c(=O)c2c1c1ccccc1n2C	3	-1	2	-2	-4	1	0	3	2	-0.8
COc1ccc(CNC(=O)c2ccncc2)cc1	5	0	-1	0	-1	-1	-2	7	-2	0.8
O=C(C1CCCN(S(=O)(=O)c2ccc([N+](=O)[O-])cc2)C1)N1CCN(Cc2ccccc2)CC1 (stereo not given)	nt	nt	-1	0	0	2	2	1	0	nt
CC(NC(=O)C1CCCCC1)C(c1cccs1)N1CCOCC1 (stereo not given)	-5	-2	7	4	-2	0	0	-9	5	-0.7
Cc1cc(C(=O)N/N=C/c2c(C)[nH]n(-c3ccccc3)c2=O)n[nH]1	-1	12	2	0	4	-8	-4	16	-2	-7.7
CC(=O)N(c1nc(CCl)cs1)c1c(C)cc(C)cc1C	2	2	-8	0	2	8	0	-1	-2	-1.2
COc1cccc(-c2nc(CS(=O)(=O)CC(=O)NCCCN3C(C)CCCC3C)c(C)o2)c1 (stereo not given)	-6	0	1	17	-1	4	-7	-4	0	-1.5
CCc1nc(C#N)c(N2CCCCC2)o1	5	2	4	-2	0	2	-1	0	-1	-0.1
Cc1ccccc1CC1(CO)CCCN(C(=O)Cc2c(F)ccc(F)c2F)C1 (stereo not given)	-10	-6	2	10	-8	4	-4	-11	5	-0.6
C[C@@H]1CN([C@@H](C)CO)C(=O)CCCn2nncc2CO[C@H]1CN(C)S(=O)(=O)c1ccc2ccccc2c1	-7	9	-7	9	1	6	-3	-14	5	-2.6
Cn1ccc2c(N3CCCCC3)cc3c(c21)C1CCC3O1 (stereo not given)	-2	nt	-3	-1	4	-2	2	1	-6	-1.8
COc1cc(C(=O)N(Cc2ccc(C)o2)C2CCS(=O)(=O)C2)cc(OC)c1OC (stereo not given)	-2	2	3	2	-6	4	-8	6	5	-1.0
